Mdm2 ligase inh: MDM2-luciferase reporter signal enhancers, primary screen, MDM2 E3 ligase inhibitor project, cell-based, luminescence, 1536-well; E3 ubiquitin-protein ligase Mdm2 (Homo sapiens), Q00987; cell-based MDM2 ubiquitination luciferase reporter, 2 h; 0 = plate control, 100 = twice control, blank-subtracted; signal enhancement, % at 5 µM; 0.11% of 210,000 active; AID 1230, 2008;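 active = signal enhancement of 30% or more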;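 note: luminescence tracks abundance of the self-degrading MDM2-luciferase fusion protein; higher signal means inhibition of MDM2 E3 ligase activity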
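system = mammalian cells stably expressing self-ubiquitinating, self-degrading MDM2 E3–luciferase fusion | quantity = 2000 cells per well seeded | incubation = 4 h cell settling then 2 h compound exposure, 37 °C | signal = SteadyLite luminescence, 15 min reagent step | benchmarks = plate control and blank wells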
p97 ATPase inh: inhibitors of human p97 ATPase, primary screen, biochemical. 0.42% of 220,000 active. inhibition, % at 8 µM. Transitional endoplasmic reticulum ATPase (Homo sapiens), P55072. recombinant p97 ATPase, Kinase-Glo ATP luminescence, 3 h; in the data active = inhibition above about 15%;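 note: 0% = DMSO vehicle and 100% = wells lacking enzyme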
NPY1 pot ag: NPY-Y1 receptor potentiators or agonists, primary screen, cell-based. NPY-Y1 expressing cells, potentiator/agonist activation. activation, % at 3.6 µM. 0.37% of 220,000 active; in the data active = activation above about 33%, passing the limit was not always enough;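 note: cells stimulated with NPY at EC10 then isoproterenol at EC100; 0% = low agonist plus stimulus and 100% = saturating agonist plus stimulus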
Target sequence (P25929 whole entry, looked up): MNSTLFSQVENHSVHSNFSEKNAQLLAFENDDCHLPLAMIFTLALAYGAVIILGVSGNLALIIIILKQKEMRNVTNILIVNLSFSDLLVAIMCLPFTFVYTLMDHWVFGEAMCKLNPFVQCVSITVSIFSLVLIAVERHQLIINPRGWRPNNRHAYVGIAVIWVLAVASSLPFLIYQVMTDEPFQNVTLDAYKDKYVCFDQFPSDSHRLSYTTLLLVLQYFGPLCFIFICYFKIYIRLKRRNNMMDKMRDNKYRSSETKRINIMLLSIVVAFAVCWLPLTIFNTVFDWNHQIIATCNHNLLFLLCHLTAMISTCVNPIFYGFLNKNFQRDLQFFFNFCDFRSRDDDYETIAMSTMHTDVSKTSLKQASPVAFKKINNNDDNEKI
NPY2 pot ag: NPY-Y2 potentiators or agonists, primary screen, cell-based | Neuropeptide Y receptor type 2 (Homo sapiens), P49146 | cells expressing NPY-Y2, potentiator/agonist read-out | activation, % at 3.6 µM | 0.45% of 220,000 active | AID 1359, 2008; in the data active = activation above about 27%;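 note: cells stimulated with NPY near EC25 plus isoproterenol at EC100; 0% = vehicle plus submaximal agonist and 100% = vehicle plus saturating agonist; some results beyond the cut were filed as inactive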
Runt-SMMHC FRET: inhibitors of RUNX1 Runt–CBFb-SMMHC binding, primary screen, biochemical, FRET, Cerulean-Runt, Venus-CBFb-SMMHC, uHTS; Runt-related transcription factor 1 (Homo sapiens) + Core-binding factor subunit beta …; Cerulean-Runt/Venus-CBFb-SMMHC FRET ratio 530/480, 1 h; inhibition, % at 20 µM; 0.74% of 220,000 active; AID 1434, 2008;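 active = mean inhibition across duplicate retests at 20 µM reaching about 50%, limit read from the data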;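 note: 0% = DMSO wells and 100% = wells with excess untagged CBFb-SMMHC; inhibitors lower the FRET ratio by blocking Runt binding to CBFb-SMMHC; some results filed as inactive read as strong as hits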
Hck Nef HTS: inhibitors of Nef-activated human Hck kinase, primary screen, biochemical, Z-Lyte FRET, 384-well, Hck-YEEI. inhibition, % at 20 µM. AID 463187, 2010. 0.68% of 220,000 active. Tyrosine-protein kinase HCK (Homo sapiens), P08631. Recombinant Hck-YEEI plus Nef, Z-Lyte FRET kinase assay;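 active = Hck-Nef kinase inhibition above about 50%, limit read from the data; inactive = inhibition below that limit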;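 note: 0% = DMSO with Hck plus Nef and 100% = Hck alone without Nef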
Target sequence (P08631 whole entry, looked up): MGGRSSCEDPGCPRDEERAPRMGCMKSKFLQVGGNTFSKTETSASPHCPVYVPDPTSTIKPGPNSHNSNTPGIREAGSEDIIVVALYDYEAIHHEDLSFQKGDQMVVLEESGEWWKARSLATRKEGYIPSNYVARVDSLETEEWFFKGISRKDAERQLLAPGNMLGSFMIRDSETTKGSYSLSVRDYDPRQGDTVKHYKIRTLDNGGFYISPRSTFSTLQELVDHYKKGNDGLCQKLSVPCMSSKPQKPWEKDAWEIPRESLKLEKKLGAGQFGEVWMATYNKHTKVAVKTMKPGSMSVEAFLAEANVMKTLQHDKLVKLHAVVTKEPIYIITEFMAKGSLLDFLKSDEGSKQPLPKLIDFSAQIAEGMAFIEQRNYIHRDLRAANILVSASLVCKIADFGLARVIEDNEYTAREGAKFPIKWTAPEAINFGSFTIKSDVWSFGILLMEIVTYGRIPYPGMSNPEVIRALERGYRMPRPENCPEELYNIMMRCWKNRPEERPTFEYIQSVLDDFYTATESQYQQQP
RBBP9 inhibitor: human RBBP9 inhibitors, primary screen, biochemical, fluorescence polarization, FP-Rh probe, HTS; recombinant RBBP9; Serine hydrolase RBBP9 (Homo sapiens), O75884; AID 1515, 2009; 0.2% of 220,000 active; inhibition, % at 7.94 µM;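 active = inhibition above the campaign mean of all tested compounds plus 3 SD, cut at about 14% in these data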;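 note: plate controls were DMSO wells with RBBP9 for no effect and wells lacking RBBP9 protein for full effect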
Target sequence (O75884 whole entry, looked up): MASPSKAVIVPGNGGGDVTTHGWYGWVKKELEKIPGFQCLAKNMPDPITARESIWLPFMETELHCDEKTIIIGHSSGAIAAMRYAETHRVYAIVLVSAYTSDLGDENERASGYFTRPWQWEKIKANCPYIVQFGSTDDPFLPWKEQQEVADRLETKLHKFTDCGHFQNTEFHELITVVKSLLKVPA
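Measured by – fluorescence polarization · Test system – RBBP9 protein · Input – 2.5 µM RBBP9 dispensing solution, before mixing · Measure – percent inhibition from mP, scaled between DMSO and no-protein wells · Benchmarks – DMSO-treated enzyme wells and wells lacking RBBP9 · Times – preincubation 30 min plus labeling 45 min at 25 °C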
NPY-Y1 antag: NPY-Y1 receptor antagonists, primary screen, cell-based; Neuropeptide Y receptor type 1 (Homo sapiens), P25929; HEK293-CNG Y1 cells, membrane potential fluorescence; NPY at EC95, then isoproterenol; inhibition, % at 3.6 µM; 1% of 200,000 active; AID 1040, 2008;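 active = inhibition above the campaign mean inhibition of all tested compounds plus 3 SD, cut at about 20% in these data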;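 note: 0% = DMSO wells given NPY plus isoproterenol and 100% = isoproterenol alone without NPY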
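System: HEK293 cells with Y1 receptor plus CNG channel / Probe or stimulus: NPY 25 nM then isoproterenol 1 µM plus Ro 20-1724 25 µM / Compound: one concentration, 3.6 µM, in 0.4% DMSO / Schedule: compound incubation 1 h at room temperature, readout 45 min post-stimulation / Measured by: membrane potential fluorescence / Read-out: % inhibition of NPY effect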
Runt-CBFb FRET: inhibitors of RUNX1 Runt–CBFb binding, primary screen, biochemical, FRET, Cerulean-Runt, Venus-CBFb, uHTS. Runt-related transcription factor 1 (Homo sapiens) + Core-binding factor subunit beta …. Cerulean-Runt/Venus-CBFb FRET ratio 530/480, 1 h. inhibition, % at 20 µM. 0.46% of 220,000 active;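 active = inhibition over about 50% at 20 µM in the single-dose screen, limit read from the data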;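 note: 0% = DMSO wells and 100% = excess unlabeled CBFb competitor control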
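Reagent – Venus-CBFb binding partner, 100 nM · Assay system – Cerulean-tagged RUNX1 Runt domain (FRET donor) fusion protein · Input – 100 nM per protein · Incubation – two 1 h room-temperature incubations shielded from light · Measured by – FRET fluorescence · Medium – Tris buffer pH 7.5 with salts and BSA · Benchmarks – unlabeled CBFb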
Starred values were filed as active, the others as inactive; nt = not tested or not shown.

1	CCc1cc2cc(C)cc(C)c2nc1SCC(=O)Nc1cc(C)on1
2	CCCCc1ccc(NC(=O)N2CCNC(=O)C2CC(=O)Nc2ccsc2C(=O)OC)cc1 (centres undefined)
3	COCCSc1ccccc1C(=O)Nc1cc(C)on1
4	c1ccc(CCN2CN(CCCN3CCOCC3)c3nc4ccccc4n3C2)cc1
5	CCCn1c(=S)[nH]c2ccc(C(F)(F)F)cc21
6	CN1CCN(c2cc(C(F)(F)F)nc3ccc(F)cc23)CC1
7	O=C(Nc1nccs1)Oc1ccccc1
8	CCOC(=O)c1c(NC(=O)/C=C/C(=O)O)sc(C)c1-c1ccc(F)cc1
9	CCCn1c(SCC(=O)c2ccc(CC)cc2)n[nH]c1=O
10	O=C(NCCN1CCOCC1)C1CCN(S(=O)(=O)N2CCCCC2)CC1

Assay by compound	1	2	3	4	5	6	7	8	9	10
Mdm2 ligase inh	2	3	nt	-1	0	-13	-1	-34	-95	1
p97 ATPase inh	1	3	2	2	1	-7	-1	0	9	2
NPY1 pot ag	6	6	14	-9	11	-3	-5	-5	18	12
NPY2 pot ag	9	15	3	8	1	-30	4	-8	-7	-4
Runt-SMMHC FRET	3	-2	-2	4	3	-10	2	1	3	-1
Hck Nef HTS	19	6	5	2	20	6	-1	51*	1	1
RBBP9 inhibitor	-4	-6	-8	4	-3	-9	-5	11	-1	-7
NPY-Y1 antag	-5	nt	-3	8	4	nt	-2	6	-3	-1
Runt-CBFb FRET	0	-1	5	0	6	0	0	-1	2	1

11	Cn1c(C(=O)O)cnc1Sc1ncc(C(F)(F)F)cc1Cl
12	CCN(Cc1ccccc1)Cc1c(F)cccc1F
13	O=C(NNc1nc2c(F)cccc2s1)C1COc2ccccc2O1 (centres undefined)
14	O=C1C(=O)N(CCN2CCOCC2)C(c2ccccn2)/C1=C(/O)c1ccc(Cl)cc1 (centres undefined)
15	Oc1oc(-c2ccc(Br)cc2)nc1C=Nc1ccc(Br)cn1
16	COc1ccc(NC(=O)c2ccco2)c(NC(=O)Cc2cccs2)c1
17	CCC(=NCCc1c(C)[nH]c2ccc(OC(F)(F)F)cc12)C1=C(O)CC(c2ccccc2)CC1=O (centres undefined)
18	O=S(=O)(c1ccc2c(c1)C(=NO)c1cc(S(=O)(=O)N3CCCCC3)ccc1-2)N1CCCCC1
19	COc1ccc(NC(=O)NNC(=O)c2ccccc2-n2cccc2)cc1OC
20	O=C(Nc1ccc(CSc2ccccc2)cc1)c1ccccc1

Assay by compound	11	12	13	14	15	16	17	18	19	20
Mdm2 ligase inh	3	-20	-6	-5	-2	-11	-4	1	-8	0
p97 ATPase inh	7	4	0	3	4	-1	4	-6	4	2
NPY1 pot ag	12	12	-11	5	2	6	22	1	-2	0
NPY2 pot ag	6	-4	-2	14	-3	5	-18	6	5	-10
Runt-SMMHC FRET	-2	-13	-6	7	-38	3	-4	5	-3	0
Hck Nef HTS	19	3	22	-4	20	6	22	-1	0	8
RBBP9 inhibitor	-2	-2	-6	-3	-9	-7	-5	-11	-3	2
NPY-Y1 antag	5	4	9	-2	2	-2	-5	3	0	-2
Runt-CBFb FRET	-39	-2	4	8	-1	0	-1	3	0	-1

Results in p97 ATPase inh and Mdm2 ligase inh (5 entries from above):
no.	smiles	p97 ATPase inh	Mdm2 ligase inh
19	COc1ccc(NC(=O)NNC(=O)c2ccccc2-n2cccc2)cc1OC	4	-8
11	Cn1c(C(=O)O)cnc1Sc1ncc(C(F)(F)F)cc1Cl	7	3
14	O=C1C(=O)N(CCN2CCOCC2)C(c2ccccn2)/C1=C(/O)c1ccc(Cl)cc1 (centres undefined)	3	-5
12	CCN(Cc1ccccc1)Cc1c(F)cccc1F	4	-20
18	O=S(=O)(c1ccc2c(c1)C(=NO)c1cc(S(=O)(=O)N3CCCCC3)ccc1-2)N1CCCCC1	-6	1

(listing goes on)
21	CNc1oc(-c2ccc(Cl)cc2)nc1P(=O)(c1ccccc1)c1ccccc1
22	CCOc1ccccc1/C=C(/NC(=O)c1ccccc1)C(=O)NC(C)c1ccccc1 (centres undefined)
23	CC(=O)N(C)c1ccc(NC(=S)Nc2ccc(C(C)C)cc2)cc1
24	Cc1ccc2cccc(OCC(=O)NCc3ccco3)c2n1
25	Cc1cccc(NC(=O)c2ccc(N3CCOCC3)c([N+](=O)[O-])c2)n1
26	Cc1ccc(S(=O)(=O)N/N=C/c2ccccc2O)cc1[N+](=O)[O-]
27	O=C(Nc1cc(S(=O)(=O)N2CCOCC2)ccc1N1CCOCC1)c1cc2c(s1)CCC2
28	c1cncc(Nc2nc(-c3cccs3)cs2)c1
29	Cn1c2c(c(=O)n(C)c1=O)C(C(F)(F)F)(C(F)(F)F)N=C(c1ccc(Cl)cc1)N2
30	C=CCn1nc(-c2ccccc2)c(N2CCCCC2)cc1=O

Assay by compound	21	22	23	24	25	26	27	28	29	30
Mdm2 ligase inh	-1	4	-5	-8	6	-1	0	-8	0	3
p97 ATPase inh	1	0	2	8	-4	3	-1	3	0	-3
NPY1 pot ag	16	12	0	-24	-12	-11	17	9	33	15
NPY2 pot ag	-4	-9	6	14	-2	-2	-14	21	49*	26
Runt-SMMHC FRET	2	2	6	-8	3	1	-2	34	2	-1
Hck Nef HTS	0	2	19	-3	-1	19	16	9	1	17
RBBP9 inhibitor	-3	-7	-1	0	-14	-3	-4	0	-7	6
NPY-Y1 antag	-1	-2	-2	-2	0	1	nt	-8	8	-6
Runt-CBFb FRET	-8	1	4	1	0	-1	-3	36	-2	0

Record cards (already shown):
CC(=O)N(C)c1ccc(NC(=S)Nc2ccc(C(C)C)cc2)cc1 is entered as Mdm2 ligase inh: -5; p97 ATPase inh: 2; NPY1 pot ag: 0; NPY2 pot ag: 6; Runt-SMMHC FRET: 6; Hck Nef HTS: 19; RBBP9 inhibitor: -1; NPY-Y1 antag: -2; Runt-CBFb FRET: 4
CCOc1ccccc1/C=C(/NC(=O)c1ccccc1)C(=O)NC(C)c1ccccc1 (centres undefined) is entered as Mdm2 ligase inh: 4; p97 ATPase inh: 0; NPY1 pot ag: 12; NPY2 pot ag: -9; Runt-SMMHC FRET: 2; Hck Nef HTS: 2; RBBP9 inhibitor: -7; NPY-Y1 antag: -2; Runt-CBFb FRET: 1

Continuation.
31	O=C(/C=C/c1ccnc2ccccc12)c1cccs1
32	O=C(NC(=S)Nc1cccc(NC(=O)c2ccccc2Cl)c1)c1cccs1
33	O=C(O)CCOc1ccc2c(c1)OCCO2
34	COc1ccc(CC(=O)OC2CCCN(C)C2)cc1 (centres undefined)
35	CCc1nnc(NC(=O)C(NS(=O)(=O)c2ccc3c(c2)OCCO3)C(C)C)s1 (centres undefined)
36	COc1ccc2c(c1)OC13CCN(C)CC1C2C(C(=O)c1ccc(F)cc1)C(=O)N3 (centres undefined)
37	Fc1ccc(-c2csc(-c3ccncc3)n2)cc1
38	Cn1c(=O)cc(SCC(=O)N2CCN(c3ccccc3)CC2)c2ccccc21
39	COc1ccc(NC(=S)NN(C)C(=S)Nc2ccc(OC)cc2)cc1
40	Cc1ccc(N2CC(O)=C(c3nc4ccccc4c(=O)[nH]3)C2=N)cc1C

Assay by compound	31	32	33	34	35	36	37	38	39	40
Mdm2 ligase inh	-34	-3	-1	-87	-16	nt	-20	-9	9	-5
p97 ATPase inh	2	7	4	-3	6	7	2	0	0	5
NPY1 pot ag	3	-10	-4	-2	5	-4	-15	-47	-5	-6
NPY2 pot ag	2	-7	-3	-15	11	-10	-2	-19	-1	6
Runt-SMMHC FRET	-4	2	3	-2	2	-3	2	1	4	-1
Hck Nef HTS	3	2	1	13	0	-6	8	-19	6	29
RBBP9 inhibitor	4	-8	-3	-5	-6	-5	3	2	-2	-2
NPY-Y1 antag	3	-2	10	-2	-3	4	0	0	5	-2
Runt-CBFb FRET	3	4	3	0	-1	0	0	0	7	-4

41	CC(=O)c1ccc(C(=O)N2CCc3c([nH]c4ccccc34)C2c2ccccn2)s1 (centres undefined)
42	CCC(C)NC(=O)C1CCN(S(=O)(=O)c2ccc(Br)s2)CC1 (centres undefined)
43	CCNc1nc(NC(C)C)nc(Oc2ccc(OCc3ccccc3)nn2)n1
44	O=C(CCS(=O)(=O)c1ccc(Br)cc1)Nc1cc(F)ccc1F
45	Cc1ccc(NC(=O)Nc2cccs2)cc1
46	COc1ccc(S(=O)(=O)N2CCC(C(=O)NCC3CCCO3)CC2)cc1OC (centres undefined)
47	O=C(CSc1nnc(Cc2ccccc2)n1-c1cccc(Cl)c1)N1CCOCC1
48	COc1ccccc1C(=O)C1CCCN(C(=O)C2CCCC2)C1 (centres undefined)
49	O=c1[nH]c(=O)n(-c2ccccc2)c2c1C(C(F)(F)F)(C(F)(F)F)N=C(C1CCCCC1)N2
50	Cc1cccc(NC(=S)NCCc2ccc(F)cc2)c1C
51	Cc1cc(C)n2nc(C(=O)OCC(=O)N3CCC3)nc2n1
52	CCc1ccc(C(=O)NCc2ccc(Cl)cc2Cl)cc1

Assay by compound	41	42	43	44	45	46	47	48	49	50	51	52
Mdm2 ligase inh	3	-1	14	-4	2	-13	-76	4	-1	-7	-6	-4
p97 ATPase inh	-2	1	-7	0	5	1	1	-1	1	-5	6	-2
NPY1 pot ag	-11	-15	-3	-13	6	5	12	-1	10	-16	7	-12
NPY2 pot ag	-12	4	3	3	21	0	-3	-7	9	-7	5	0
Runt-SMMHC FRET	0	-5	2	1	6	0	0	-4	2	1	1	5
Hck Nef HTS	-4	-3	7	9	-10	-5	1	20	4	-16	21	2
RBBP9 inhibitor	-6	-1	-7	-5	0	-6	11	-3	-7	1	-5	1
NPY-Y1 antag	8	1	-4	1	2	-2	-1	1	1	0	20	0
Runt-CBFb FRET	-3	-4	-4	0	14	1	-4	0	-2	0	-1	0
